# Exocytosis inh: LAMP-1 surface exposure blockers, TALL-104 cells – cell-based, flow cytometry, MLPCN library, primary screen; TALL-104 LAMP-1 surface exposure; cells stimulated with thapsigargin and PMA; hit rate 0.66% among 360,000; AID 651702, 2012; inhibition, % at 10 µM;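 active = inhibition above about 55%, limit read from the data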
# ABCB6 inh 2: ABCB6 transporter inhibitors, primary screen, K562-ABCB6 cells, flow cytometry, MLPCN library; AID 602162, 2011; ATP-binding cassette sub-family B member 6 (Homo sapiens), Q9NP58; hit rate 0.19% among 360,000; fluorescence ratio to DMSO, % at 10 µM; K562-ABCB6 porphyrin accumulation, 1 h; active compounds read low;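 active = fluorescence ratio to DMSO below 75%, the collection mean minus 3 SD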;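 also: signal is porphyrin accumulated inside mitochondria; 100% equals median channel fluorescence of DMSO control wells; lower ratio means ABCB6 inhibition with less porphyrin fluorescence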
# MC4R antag cAMP: MC4R antagonists of cAMP signaling, primary screen, cell-based, TR-FRET, antagonist arm of biased-ligand search; Melanocortin receptor 4 (Homo sapiens), P32245; MC4R-expressing cells, MTII-stimulated cAMP, LANCE TR-FRET; inhibition, % at 6.5 µM; hit rate 0.48% among 360,000; AID 540295, 2011;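 active = inhibition above its plate's cutoff, the mean of tested wells on that plate plus 3 SD, cut at about 29% in these data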;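 also: 0% = Melanotan II alone and 100% = Melanotan II plus saturating MCL0020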
# Target sequence (P32245 whole entry, looked up): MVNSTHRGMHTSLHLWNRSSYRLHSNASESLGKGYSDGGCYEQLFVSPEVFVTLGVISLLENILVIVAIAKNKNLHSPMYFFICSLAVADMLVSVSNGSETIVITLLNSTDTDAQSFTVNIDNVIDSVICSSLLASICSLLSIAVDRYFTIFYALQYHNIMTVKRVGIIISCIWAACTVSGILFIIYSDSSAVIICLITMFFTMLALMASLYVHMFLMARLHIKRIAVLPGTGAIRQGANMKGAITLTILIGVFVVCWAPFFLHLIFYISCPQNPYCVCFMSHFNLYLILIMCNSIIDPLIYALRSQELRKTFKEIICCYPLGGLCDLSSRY
#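 system = U2OS cells with stable human MC4R expression | also added = Melanotan II challenge after compound preincubation | dosing = one concentration, 6.5 µM nominal | incubation = compound 30 min, challenge 1 h, detection 1 h | measured by = TR-FRET with Eu-cAMP and labeled anti-cAMP, 671 nm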
# Vif inh: HIV Vif self-association inhibitors, primary screen, imaging, HEK293T, single point; AID 602346, 2012; HEK293T cells, Vif self-association by quenched fluorescence, 24 h; hit rate 0.35% among 340,000; inhibition, % at 7.49 µM; in the data active = inhibition above about 50%, passing the limit was not always enough; also: some results filed as inactive read as strong as hits
# MC4R ag barr: MC4R agonists recruiting beta-arrestin, primary screen, cell-based, luminescence, agonist arm of biased-ligand search | Melanocortin receptor 4 (Homo sapiens), P32245 | U2OS MC4R beta-arrestin complementation; percent of melanotan II response, DMSO zero | activation, % at 8.9 µM | hit rate 0.98% among 360,000 | AID 540308, 2011;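 active = activation above a per-plate cutoff, the mean activation of sample wells on that plate plus 3 SD, cut at about 8% in these data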
# N-glyco inh: increase of ERlucT glycosylation luciferase signal, primary screen, N-linked glycosylation inhibitor project, D54 ERlucT cells, luminescence, set 2; D54 ERlucT glycosylation luciferase reporter, 24 h; percent of 100 nM tunicamycin response; reporter increase, % at 12.5 µM; hit rate 0.23% among 360,000;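 active = mean luciferase reporter signal, scaled so untreated is 0 and the glycosylation-blocking control 100, at or above a set limit in every replicate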;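 also: luciferase carries N-glycosylation sites so blocking glycosylation raises the light; 0% = median of neutral control wells and 100% = median of 100 nM tunicamycin wells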
# NOD2 RIPK2 PPI: NOD2-RIPK2 binding disruptors in cells, primary screen, fluorescence, CHO cells, BLA complementation. Receptor-interacting serine/threonine-protein kinase 2 (Homo sapiens), O43353. CCF4 ratio. inhibition, % at 4.98 µM. hit rate 0.38% among 360,000. AID 624267, 2012; in the data active = inhibition above about 21%;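 also: 0% = vehicle only and 100% = reference blocker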
# Target sequence (O43353 whole entry, looked up): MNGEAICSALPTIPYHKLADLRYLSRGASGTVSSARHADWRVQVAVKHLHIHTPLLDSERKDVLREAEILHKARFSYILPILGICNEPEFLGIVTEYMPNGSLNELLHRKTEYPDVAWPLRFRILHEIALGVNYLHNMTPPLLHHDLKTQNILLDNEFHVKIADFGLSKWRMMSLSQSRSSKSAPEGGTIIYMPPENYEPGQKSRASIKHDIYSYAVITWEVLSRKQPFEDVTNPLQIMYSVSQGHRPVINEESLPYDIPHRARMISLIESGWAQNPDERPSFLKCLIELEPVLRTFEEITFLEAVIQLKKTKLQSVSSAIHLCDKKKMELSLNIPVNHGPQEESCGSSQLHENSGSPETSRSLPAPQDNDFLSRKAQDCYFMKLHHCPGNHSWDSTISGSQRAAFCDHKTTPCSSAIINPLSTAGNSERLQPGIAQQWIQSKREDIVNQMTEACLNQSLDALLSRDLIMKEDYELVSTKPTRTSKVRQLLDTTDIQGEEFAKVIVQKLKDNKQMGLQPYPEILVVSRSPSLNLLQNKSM
# aDG glyco act: activators of alpha-DG glycosylation, primary screen, uHTS, Pro5-aDG cells, AlphaScreen | alpha-DG glycosylation AlphaScreen (IIH6); 0% Pro5, 100% B10-LARGE cell signal | activation, % at 10 µM | hit rate 0.22% among 360,000 | AID 624168, 2012;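 active = activation of at least 8% versus controls, or a plate z-score of at least 8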;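 also: Pro5 are CHO cells carrying HIG-tagged alpha-DG that lacks glycosylation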
# TLR9-MyD88 block: inhibitors of TLR9-MyD88 association in cells, primary screen, cell-based, CHO, BLA complementation, fluorescence; Toll-like receptor 9 (Homo sapiens) + Myeloid differentiation primary response protein …; CCF4 FRET ratio; inhibition, % at 4.98 µM; hit rate 0.21% among 340,000;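 active = inhibition above the mean over all tested compounds plus 3 SD, cut at about 21% in these data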;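 also: 0% = DMSO only wells and 100% = clavulanate BLA inhibitor control wells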
# ABHD5-PLIN5 inh: ABHD5-PLIN5 interaction inhibitors, primary screen, cell lysate, split luciferase complementation, luminescence; Perilipin-5 (Homo sapiens) + 1-acylglycerol-3-phosphate O-acyltransferase ABHD5 (Homo …; Split G. princeps luciferase complementation, 4 h; inhibition, % at 4 µM; hit rate 0.78% among 360,000; AID 602281, 2012;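 active = inhibition above the mean inhibition across every tested compound plus 3 SD, cut at about 22% in these data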;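 also: 0% = DMSO only wells and the 100% control is not disclosed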
# * = called active by the depositor; nt = no result given.
SMILES,Exocytosis inh,ABCB6 inh 2,MC4R antag cAMP,Vif inh,MC4R ag barr,N-glyco inh,NOD2 RIPK2 PPI,aDG glyco act,TLR9-MyD88 block,ABHD5-PLIN5 inh
CCOc1ccccc1N1CCN(C(=O)[C@@H]2CCCN2C2=NS(=O)(=O)c3ccccc32)CC1,-4,97,0,-2,-3.0,-1,6,-0.1,0,-8
CC[C@]12c3[nH]c4ccc(Cl)cc4c3CCN1C(=O)[C@@H](CC(=O)NCCCN(C)C)C[C@@H]2C(=O)N1CCN(C(=O)C2CC2)CC1,-2,100,5,nt,0.2,1,-8,0.1,-10,-10
O=C(NC(=S)Nc1cccc(O)c1)C1CCCCC1,62*,78,11,4,0.5,2,-13,-0.1,-10,-8
COc1ccc(C)cc1NC(=O)/C=C/c1ccc(OC)c(S(=O)(=O)N2CCOCC2)c1,-4,91,0,-5,-2.3,8,1,-0.1,7,1
Cc1ccc(-c2csc(NC(=O)Cn3[nH]c(=O)c4ccccc4c3=O)n2)cc1,21,88,1,4,16*,2,-12,0.1,9,-5
COc1ccc(OC)c(C(=O)COC(=O)C2CC3CCCC(C2)C3=O)c1 (stereo unspecified),0,93,4,15,0.0,-1,6,0.0,-6,5
CCOc1ccc(N(C(C)C(=O)NC2CCCCCC2)S(C)(=O)=O)cc1 (stereo unspecified),-3,90,10,-9,-0.4,0,-4,0.2,-6,0
Cc1ccccc1NC(=O)c1c2c(nc3ccccc13)CCC2,-1,102,5,-1,-0.2,1,-3,0.3,0,-5
COc1ccc(OC)c(C2CC(=O)Nc3c2c(=O)[nH]c2ncnn32)c1 (stereo unspecified),1,87,0,1,0.7,1,3,-0.1,7,1
O=C(Nc1cccc([N+](=O)[O-])c1)c1ccc2c(c1)OCCO2,-3,99,-2,-1,-1.5,-3,-9,0.2,3,-3
COC(=O)c1ccccc1NC(=O)CN(CCc1ccccc1)S(C)(=O)=O,-1,94,3,nt,-1.2,nt,-9,0.2,5,-4
CCOc1ccc(NC(=O)CC(=O)Nc2ccc(OCC)cc2)cc1,3,98,6,-10,4.7,0,-1,0.1,-3,7
COc1cc(-c2nn3c(-c4ccccc4)nnc3s2)cc(OC)c1OC,-2,98,-5,-5,5.3,-1,-4,0.2,4,1
CCCC(C(=O)NC1CCCC1)N(C(=O)Cn1nnc(-c2ccc(C)o2)n1)c1ccccc1F (stereo unspecified),-7,99,5,4,-1.9,-1,-3,-0.1,1,2
N#C/C(=C/c1ccc(N2CCOCC2)o1)c1ccc(Cl)cc1,82*,226,12,21,7.2,10,17,-0.6,14,60*
CCN(CC)C1CC(=O)N(c2cccc(Cl)c2)C1=O (stereo unspecified),29,96,0,2,1.1,2,7,-0.2,1,2
Nc1c(C(=O)Nc2cccc(Cl)c2Cl)sc2nc(-c3cccnc3)ccc12,2,111,12,2,1.4,2,0,0.5,7,7
Cn1c(C2CCCN2C(=O)OC(C)(C)C)n[nH]c1=S (stereo unspecified),0,87,5,11,0.2,1,1,-0.1,1,-4
Cc1ccc(-n2ncc3c2CCCC3NC(=O)CCc2cnccn2)cc1C (stereo unspecified),-11,102,-3,6,-3.9,1,3,0.2,2,-2
Clc1ccc(N2COC3c4cccc5cccc(c45)C32)cc1 (stereo unspecified),2,84,-4,4,2.2,-2,0,0.0,1,-7
CC(Sc1nnc(C(C)Oc2ccccc2F)o1)C(=O)NCc1ccc2c(c1)OCO2 (stereo unspecified),9,100,-2,10,6.4,-2,-6,0.1,4,1
Cc1cc(C)nc(N(C#N)S(=O)(=O)c2ccccc2)n1,2,99,-2,-5,0.2,2,-6,-0.2,0,-1
CCn1c(=O)c2c(nc(SCC(=O)NC3CCCC3)n2C)n(C)c1=O,-3,100,6,8,-1.8,3,-5,1.4,6,5
COc1ccc(CNC2CCN(Cc3ccccc3)CC2)cc1,60*,97,-5,2,0.8,1,2,0.0,0,-5
COc1ccccc1N1CCN(CC(O)c2ccccc2)CC1 (stereo unspecified),-9,100,11,10,0.5,1,-16,-0.1,-7,1

# The list goes on:
SMILES,Exocytosis inh,ABCB6 inh 2,MC4R antag cAMP,Vif inh,MC4R ag barr,N-glyco inh,NOD2 RIPK2 PPI,aDG glyco act,TLR9-MyD88 block,ABHD5-PLIN5 inh
COc1ccc(C2c3sc(=O)[nH]c3SC3C4CCC(C4)C23)cc1OC (stereo unspecified),1,106,4,14,-2.1,2,3,0.3,7,-9
CCN(CC)CCCNC(=O)CCc1c(C)n(CC)c2cc(-c3ccccc3OC)nn2c1=O,-2,96,8,-4,-0.7,0,8,0.0,17,-3
Cc1cc(C)c(S(=O)(=O)N2CCN(c3ccccc3)CC2)c(C)c1,4,99,8,1,2.9,-1,3,-0.1,-11,-6
COc1ccc(N/C=C(\C(C)=O)c2ccc(OC)c(OC)c2)cc1OC,-5,94,-3,0,-3.5,2,2,0.3,-2,3
COc1ccc(C(CNC(=O)c2cc(=O)[nH]c3ccccc23)N2CCCC2)cc1 (stereo unspecified),0,103,18,-16,-1.3,-1,-6,0.0,-7,-2
Cc1cc(NC(=O)Nc2ccc3c(ccn3C)c2)sn1,4,97,11,1,-1.1,1,4,-0.2,-3,0
CCOC(=O)c1c(C)c(C)n(Cc2ccc(OC)c(OC)c2)c1C,-1,102,13,-7,-1.8,-4,-4,0.1,7,-6
COc1cccc(-c2coc3cc4oc(=O)c(CC(=O)O)c(C)c4cc23)c1,-2,101,-2,5,-1.5,2,4,-0.1,0,-1
Cc1ccc(S(=O)c2ccc(NC(=O)C3CC3)cc2C#N)cc1 (stereo unspecified),16,93,6,-12,0.0,-1,-12,4.1,-7,-6
CC(C)NC(=O)[C@@H]1C[C@@]1(C)[C@@H](NC(=O)OCc1ccccc1)c1ccccc1,3,80,9,nt,-0.2,-1,8,0.0,-5,-1
Cc1ccc(C)c(OCCC(=O)Nc2cccc(S(=O)(=O)NC3=NCCCCC3)c2)c1,6,101,4,28,-0.4,-2,-12,0.6,6,7
O=C(CSc1ccc(Cl)cc1)N1CCOCC1,2,97,5,-3,-1.4,3,-4,-0.3,3,-4
CCC(C)(C)C1CCC(=NNC(=S)Nc2cccnc2)CC1 (stereo unspecified),5,94,-8,8,-0.7,-1,2,2.0,8,-7
COCCNC(=O)CCCn1c(=O)c2cc(OC)c(OC)cc2n(CC(=O)NCCC2=CCCCC2)c1=O,-1,93,23,0,-2.4,4,1,0.0,6,1
CCc1nnc(N/N=C/c2ccc(N3CCC(C)CC3)c([N+](=O)[O-])c2)n1N,1,110,2,-4,-0.5,-1,6,0.4,3,-18
CC(=O)/C(=N/Nc1ccccc1[N+](=O)[O-])N1CCCc2ccccc21,-1,99,0,1,-1.9,-3,10,-0.3,nt,1
COc1ccc(/C=N/N(C)c2cc(=O)n(C)c(=O)[nH]2)cc1OC,-5,104,2,-3,1.0,2,0,0.5,1,2
O=C(OCCn1c(=S)sc2ccccc21)c1ccccc1,25,107,0,5,0.1,-6,-1,0.3,-3,6
NS(=O)(=O)c1ccc(Sc2ccc3ccccc3c2)nc1,-4,95,-2,-5,2.3,-4,4,-0.2,-2,3
Cc1occc1C(=O)NCCc1cccc(Cl)c1,1,102,-9,0,-0.8,-1,1,0.4,1,-1
CCC(CO)Oc1cc(NC(=O)c2cccc(Cl)c2)c2ncn(C(C)C)c2c1 (stereo unspecified),0,94,13,-5,-1.3,-2,-7,0.5,3,-9
CSc1nnc2c(n1)OC1(Nc3ccccc3-2)C(=O)Nc2ccccc21 (stereo unspecified),-3,98,-2,-4,-1.5,1,2,0.4,5,-4
CC1CCCC(C)N1C(=O)COC(=O)Cc1ccc(Cl)cc1 (stereo unspecified),3,102,-1,-3,0.0,-1,-5,-0.1,-9,4
CCOC(=O)C1(Cc2ccccc2)CCN(Cc2cccc3nccnc23)CC1,-1,88,0,-8,-0.3,-4,-9,0.6,-3,1
Cc1ccc(CCNC(=O)CCCn2nc(C)c3c(C)n(-c4ccc(C)cc4)nc3c2=O)cc1,0,100,2,-5,-2.2,3,-9,-0.4,-7,-7

# (more compounds)
SMILES,Exocytosis inh,ABCB6 inh 2,MC4R antag cAMP,Vif inh,MC4R ag barr,N-glyco inh,NOD2 RIPK2 PPI,aDG glyco act,TLR9-MyD88 block,ABHD5-PLIN5 inh
CCOc1ccc(NC(=O)COC(=O)CNC(=O)c2ccc(-c3ccccc3)cc2)cc1,3,96,10,1,-1.6,1,-1,0.0,2,-2
CCOc1cccc(C(=O)Nc2nnc(-c3cccs3)s2)c1,2,92,2,11,-0.4,-1,-12,-0.1,-7,-3
O=C(NC1CC2CCC(C1)N2Cc1ccccc1)c1cccc(F)c1 (stereo unspecified),-1,101,11,0,0.5,1,-1,0.0,1,-3
CCCc1cc(=O)oc2cc(OCC(=O)N3CCN(C(=O)C4COc5ccccc5O4)CC3)ccc12 (stereo unspecified),4,88,3,0,-2.7,-5,-4,-0.1,-4,-14
CCc1cc2c(CN3CCN(CCO)CC3)cc(=O)oc2cc1O,1,94,-5,4,-1.5,0,17,1.5,6,0
NC(=O)CC(NC(=O)c1ccc(Br)cc1)c1ccc(N2CCC(Br)CC2)c([N+](=O)[O-])c1 (stereo unspecified),8,90,3,-12,-0.3,4,-5,0.1,4,1
Nn1c(N2CCCCC2)nc2ccccc21,12,201,4,nt,0.9,-1,-12,-0.1,-4,-9
FC(F)(F)c1nc2nccnc2[nH]1,2,104,14,-9,-0.7,3,6,0.0,7,-8
COc1ccccc1NC(=O)Nc1nc(CC(=O)Nc2ccc(N(C)C)cc2)cs1,-1,86,1,16,-0.6,-2,-6,-0.2,-2,-3
CCOc1ccccc1OCC(=O)NC1CCSc2ccccc21 (stereo unspecified),-1,102,4,nt,1.7,1,-7,-0.3,5,-1
COc1ccc(C(=O)O/N=C(\N)c2ccccn2)c(OC)c1,0,103,-9,-2,0.3,-20,-14,0.0,-1,-5

# Arranged by the number under N-glyco inh (high to low): three from the list above.
SMILES,Exocytosis inh,ABCB6 inh 2,MC4R antag cAMP,Vif inh,MC4R ag barr,N-glyco inh,NOD2 RIPK2 PPI,aDG glyco act,TLR9-MyD88 block,ABHD5-PLIN5 inh
CCn1c(=O)c2c(nc(SCC(=O)NC3CCCC3)n2C)n(C)c1=O,-3,100,6,8,-1.8,3,-5,1.4,6,5
COc1cc(-c2nn3c(-c4ccccc4)nnc3s2)cc(OC)c1OC,-2,98,-5,-5,5.3,-1,-4,0.2,4,1
CCOC(=O)c1c(C)c(C)n(Cc2ccc(OC)c(OC)c2)c1C,-1,102,13,-7,-1.8,-4,-4,0.1,7,-6

# A portion of the library. The share of hits here may be higher or lower than overall.
